# Tb PYK inh: blocks Trypanosoma brucei pyruvate kinase; Q57TT1; TbPYK enzyme, Kinase-Glo Plus ATP luminescence, 45 min; Potency, µM (highest dose often 76.8 µM), inactives show at the highest dose activity, negative = inhibition, most hits filed as inhibitors; 410,000 compounds, 0.12% hits; AID 624173; active = well fitted inhibition curve with a large enough effect; also: nearly all actives have a fitted effect of over 50% in size
#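 Screened from lowest to highest concentration, compounds were pinned into TbPYK/substrate mixtures, and ADP (130 uM final) was added. Plates sat at room temperature for 45 min prior to Kinase-Glo Plus detection by luminescence.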
# * marks the source's active call; other numbers are inactive results. % is scaled to controls: 0 for no effect and ±100 for the full control effect; potency is read from the fitted curve at half-maximal effect. These rows are one share of the data; count on the stated rates, not on these rows.
Compound	Tb PYK inh
COc1cc(CNc2ccc3c(c2)ncn3C(C)C)cc(OC)c1OC	2.7%
O=C(CCN1C(=O)c2ccccc2Sc2ncccc21)Nc1ccc(F)cc1	-1.2%
CCOC(=O)c1cnc2ccc(OCC)cc2c1NCCc1ccc(OC)c(OC)c1	7.1%
Cc1ccccc1NC(=O)CSc1nc(-c2ccc(F)cc2)nc2c1Cc1ccccc1O2	4.7%
CCc1cccc(C)c1NC(=O)c1cc(C)nc2c1c(C)nn2-c1cccc(Cl)c1C	3.9%
O=C(Nc1cccc(F)c1)N1CCCC2(CCN(C(=O)c3cnccn3)CC2)C1	-7.4%
O=c1c2ccccc2n(Cc2c(F)cccc2Cl)c(=O)n1CCc1ccccc1	1.5%
COc1ccc(Nc2ncc(C(=O)Nc3ccc(F)cc3F)c3ccccc23)cc1	0.2%
O=C(NCc1ccc(C(F)(F)F)cc1)c1cccc2c(-c3cccnc3)coc12	2.7%
CN(C)c1nc(N)nc2c1ncn2C1OC(CO)CC1O (stereo unspecified)	6.1%
CCOC1=C2[C@@H](CN(S(=O)(=O)c3ccc(C)cc3)[C@H]2c2ccccc2F)[C@H]2C(=O)NC(=O)[C@H]2C1	-3.7%
O=C(CCS(=O)(=O)c1nc(-c2cccs2)cc(C(F)(F)F)n1)Nc1cccc(O)c1	-17.3%
Clc1ccc(Nc2c(-c3ccccc3Cl)nc3ccc(Cl)cn23)cc1	4.3%
CN(C)c1ncnc2c1ncn2[C@H]1CN(Cc2ccncc2)C[C@@H](CO)O1	4.1%
O=C(O)C(=Cc1ccnc2ccccc12)C(=O)O	-10.7%
Cc1ccccc1CNC(=O)c1c(C)oc2c1C1=NCCN1C=N2	-3.0%
Cc1cc2nc(-c3ccccc3)c(Cc3ccccc3)n2c(C)c1Br	6.6%
CCOc1ccc(CCNCc2c(C(=O)O)c(C)n(Cc3ccccc3F)c2C)cc1	-4.5%
CC(C)c1ccc(NC(=O)CN(C)S(=O)(=O)c2ccc3c(c2)c(=O)n(C)c(=O)n3C)cc1	2.9%
Cc1oc2ncn(CC(C)C)c(=O)c2c1C(=O)NCCCN1CCCCC1	0.1%

# Next part (two carried over from the part before).
Compound	Tb PYK inh
CC(C)c1ccc(NC(=O)CN(C)S(=O)(=O)c2ccc3c(c2)c(=O)n(C)c(=O)n3C)cc1	2.9%
Cc1oc2ncn(CC(C)C)c(=O)c2c1C(=O)NCCCN1CCCCC1	0.1%
O=S(=O)(c1ccc(F)cc1)c1nc(-c2ccco2)oc1NCCCn1ccnc1	-2.1%
CC(=O)N1c2ccccc2CC1C(=O)N1CCN(c2cccc(Cl)c2)CC1 (stereo unspecified)	-0.3%
Cc1ccc2nc(Nc3cccc(C(F)(F)F)c3)c3nnnn3c2c1	3.4%
COc1ccccc1Nc1nn2c(=O)c3ccc(C(=O)NC(C)c4ccccc4)cc3nc2s1 (stereo unspecified)	-1.0%
COc1ccc(Oc2ncc3nc(-c4ccccc4)c(=O)n(Cc4cccs4)c3n2)cc1	-6.0%
Cc1cc(Cl)ccc1NS(=O)(=O)c1ccc2c(c1)CC(C)N2C(=O)C1CCC1 (stereo unspecified)	1.0%
Cc1ccc(C(=O)N(Cc2nnc(-c3ccccc3Cl)o2)C2CC2)o1	-2.6%
CCCn1c2ccccc2c2cnn(CC(=O)N3CCC(C(=O)OCC)CC3)c(=O)c21	-3.2%
Cc1ccc(NC(=O)c2cnc(N3CCCCC3)c3ccccc23)c(C)c1	-3.2%
Cc1ccc2c(=O)cc(C(=O)Nc3nc4ccc(Cl)cc4s3)oc2c1C	2.5%
CC1(C(=O)N2CCCCC2)CCN1C(=O)C1(c2ccccc2)CC1 (stereo unspecified)	2.9%
COc1ccc(CCNc2nc3ccc(Cl)cc3n3cnnc23)cc1OC	-0.2%
Cc1ccc(Cl)cc1NC(=O)CSc1ccc(C(=O)O)cn1	0.6%
O=S(=O)(c1ccccc1)c1nc(-c2ccccc2Cl)oc1N1CCCCCC1	4.3%
COc1ccc(-c2nc(-c3ccccc3)c(-c3ccccc3)[nH]2)cc1Br	-2.7%
COc1ccc(N2CCN(C(=O)c3cc4c(=O)n(Cc5cccs5)ccc4nc3C)CC2)cc1	2.1%
Clc1ccccc1-c1nnc(SCc2nc(-c3ccccc3)no2)n1-c1ccccc1	4.0%
COc1ccc2c(c1)c(=O)c(C(=O)c1ccccc1)cn2CC(=O)Nc1ccc2c(c1)OCCO2	-4.8%
Cc1cc(C)c(C(O)c2ncc(-c3ccccc3F)[nH]2)c(C)c1 (stereo unspecified)	7.8%
COC(=O)N1CCC2(CC1)CCN(c1ncccn1)CC2	6.3%
CC1(C(=O)NS(=O)(=O)C2CC2)CCN(C(=O)c2ccccc2F)C1 (stereo unspecified)	3.9%
O=c1[nH][nH]c2c1[C@H](c1ccccc1)O[C@H](C1CCCCC1)C2	-12.1%
Cc1oc(-c2ccccc2)nc1C(=O)OCC(=O)NCc1ccc(F)cc1	1.8%
Cc1ccc(-c2cc(C(=O)Nc3ccc(SC(F)F)cc3)no2)cc1F	-9.3%
CC(C)(C)CC(C)(C)c1ccc(OCC(=O)Nc2ccc(S(=O)(=O)Nc3ncccn3)cc2)cc1	3.3%
COc1ccc(NC(=O)C[C@H]2C(=O)N(C3CCCCC3)C[C@@H]2CSC)cc1	-4.7%
CC(=O)Nc1cc(-c2cccc(C(=O)NCCO)c2)cn2c(-c3cccc(C(F)(F)F)c3)cnc12	0.3%
CC(C)(C)c1ccc(C(O)c2ncc(-c3ccccc3)[nH]2)cc1 (stereo unspecified)	-1.4%
Cc1cccc(C(=O)Nc2ccc(OCc3cc(=O)n4c5c(sc4n3)CCCC5)cc2)c1	-4.1%
COc1ccc(OCc2nc(-c3ccc(-n4cccc4)cc3)no2)cc1	-3.3%
COc1ccc(CCNC(=O)CCCn2c(=O)c3cccn3c3cccnc32)cc1OC	2.2%
Cc1ccc(CCNC(=O)c2cc(-c3ccc(Cl)cc3)n[nH]2)cc1	4.6%
COc1ccc(NC(=O)c2cn(CC(C)C)c(=O)c3cc(OC)c(OC)cc23)cc1Cl	-10.1%
Cc1ccc(NC(=O)Cn2c(=O)n(Cc3nc(-c4ccccc4)no3)c(=O)c3ccccc32)cc1C	6.3%
COc1cc(C=C2NC(=O)NC2=O)ccc1O	-9.1%
O=C(CNc1cc(S(=O)(=O)N2CCOCC2)ccc1N1CCCC1)Nc1ccc(Cl)cc1F	0.6%
O=C(CCC1N=C2c3ccccc3N=C(SCc3ccc(Cl)cc3)N2C1=O)NCc1cccs1 (stereo unspecified)	-8.2%
NC(=O)CSc1nc2c(oc3ccccc32)c(=O)n1-c1ccccc1F	-0.3%
COc1ccc(-c2nc(SCc3cc(=O)c4cc(C)ccc4[nH]3)n[nH]2)cc1	-8.1%
O=C(c1ccco1)N1CCC[C@@]2(CCN(c3cccc(-c4ccccc4)c3)C2)C1	8.2%
CNC(=O)C[C@H]1C(=O)N(c2ccccc2)C[C@@H]1CSC	2.4%
CC(=O)N1CCCc2cc(S(=O)(=O)N(C)CC(=O)Nc3ccccc3)ccc21	-3.9%
Fc1cccc(Cc2c(-c3cccc(Cl)c3)nc3ccc(Cl)cn23)c1	2.6%
Cc1ccc(NC(=O)Cn2c(=O)n(-c3ccccc3)c(=O)c3ccc(C(=O)NCc4ccc5c(c4)OCO5)cc32)cc1	2.1%
Cn1c(C(=O)Nc2cccc(C(F)(F)F)c2)cc2c(=O)n3ccccc3nc21	1.8%
CC(C)(C)OC(=O)N1CCC(c2c(C(=O)N3CCCCC3)cnn2-c2ccc(Cl)cc2)CC1	-4.2%
CCOC(=O)N1CCc2c(sc3c2c(=O)n(-c2ccc(CC)cc2)c(=O)n3Cc2cccc(Cl)c2)C1	3.2%
CCCCn1nnnc1C(c1ccccc1)N1CCN(c2cccc(C(F)(F)F)n2)CC1 (stereo unspecified)	-6.2%
C[C@@H]1CN([C@@H](C)CO)C(=O)CCCn2nncc2CO[C@H]1CN(C)S(C)(=O)=O	-2.0%
CCOCCCn1c(SCC(=O)Nc2cc(C)ccc2C)nc2c(oc3ccccc32)c1=O	-6.3%

# A draw from above in order of molar mass, low to high.
Compound	Tb PYK inh
CNC(=O)C[C@H]1C(=O)N(c2ccccc2)C[C@@H]1CSC	2.4%
Fc1cccc(Cc2c(-c3cccc(Cl)c3)nc3ccc(Cl)cn23)c1	2.6%
Cn1c(C(=O)Nc2cccc(C(F)(F)F)c2)cc2c(=O)n3ccccc3nc21	1.8%
CC(=O)N1CCCc2cc(S(=O)(=O)N(C)CC(=O)Nc3ccccc3)ccc21	-3.9%
C[C@@H]1CN([C@@H](C)CO)C(=O)CCCn2nncc2CO[C@H]1CN(C)S(C)(=O)=O	-2.0%
CCOCCCn1c(SCC(=O)Nc2cc(C)ccc2C)nc2c(oc3ccccc32)c1=O	-6.3%
Cc1ccc(NC(=O)Cn2c(=O)n(-c3ccccc3)c(=O)c3ccc(C(=O)NCc4ccc5c(c4)OCO5)cc32)cc1	2.1%

# The list goes on.
Compound	Tb PYK inh
O=c1c2oc3ccccc3c2n(Cc2ccccc2F)c(=O)n1Cc1ccco1	-5.1%
COc1ccc(CCNc2nc3c(c(=O)n(C)c(=O)n3C)n2Cc2ccc(F)cc2)cc1OC	-5.4%
Cc1noc(C)c1C(=O)N1CCC[C@@]2(CCN(CC(C)C)C2)C1	-6.8%
O=C(COc1ccccc1)NCC(c1cccs1)S(=O)(=O)c1ccc(Cl)cc1 (stereo unspecified)	-7.7%
CC1CN(C(=O)N2CCC(C(=O)NCc3ccco3)CC2)c2ccccc2O1 (stereo unspecified)	-1.4%
Cc1ccnc(NS(=O)(=O)c2ccc(NC(=O)c3cc(=O)c4ccc(C)c(C)c4o3)cc2)n1	-1.6%
CCc1ccc(S(=O)(=O)c2nnn3c2nc(N2CCN(CC)CC2)c2sccc23)cc1	-7.9%
COc1ccc(C(=O)Nc2nc3n(n2)C(c2ccc(F)cc2)C=C(c2ccc(Cl)cc2)N3)cc1 (stereo unspecified)	-3.1%
COc1ccccc1Cc1nc2ccccc2nc1SCC(=O)Nc1ccccc1C(F)(F)F	2.9%
CCCNC(=O)C1CCN(Cc2cc3ccccc3n2Cc2ccccc2)CC1	0.9%
COC(=O)c1ccc(Oc2nc3c(c(=O)n(C)c(=O)n3C)n2C(C)C)cc1	0.7%
CC1CCC(NC(=O)c2ccc(CS(=O)(=O)c3cccc(C(F)(F)F)c3)o2)CC1 (stereo unspecified)	1.5%
NC(c1csc(NC(=O)Nc2ccccc2Cl)n1)C1CCCCC1 (stereo unspecified)	0.8%
Cc1csc(N=Cc2ccc([N+](=O)[O-])o2)n1	-16.7%
COc1ccc(S(=O)(=O)N2Cc3ccccc3-n3nncc3C2)cc1	0.7%
CCOc1ccc(-n2c(=O)c3c(C)c(C)sc3n(CC(=O)Nc3ccc(CC)cc3)c2=O)cc1	-0.8%
Cc1cccc(C(=O)Nc2cccc(OCc3cc(=O)n4c(C)csc4n3)c2)c1	0.2%
Nc1c(C(=O)NCc2ccccc2)nnn1Cc1cccc(Br)c1	-7.7%
O=S(=O)(NCC(c1ccco1)N1CCOCC1)c1cc(F)ccc1F (stereo unspecified)	-2.1%
Cc1ccccc1CC1C(=O)Nc2ccc(Br)cc21 (stereo unspecified)	3.0%
COc1ccc2c(c1)c1c(c(=O)n(-c3ccccc3C)c(=O)n1Cc1ccccc1C)n2C	-0.1%
O=S1(=O)CC(N2CCN(CCO)CC2)CN1Cc1ccccc1 (stereo unspecified)	5.5%
COc1ncc2nc(-c3ccc(Cl)cc3)c(=O)n(CCc3ccccc3)c2n1	0.0%
Cc1ccc(C)c(NC(=O)CN2C(=O)CSc3nc(C)cc(C)c32)c1	0.3%
Cc1coc2c(C)c3oc(=O)c(CC(=O)NCc4ccccc4)c(C)c3cc12	2.2%
C[C@H]1COc2cc(N(C)CCO)ccc2S(=O)(=O)N1	-0.7%
CCOc1ccc(N2C(=O)CS(=O)(=O)C23C(=O)N(Cc2cccc(Cl)c2)c2ccccc23)cc1 (stereo unspecified)	1.2%
O=C(Nc1ccccc1C(F)(F)F)C1CCN(S(=O)(=O)Cc2ccccc2)CC1	0.1%
Cc1ccc(-c2cc(-c3ccccc3)c(C#N)c(SCC(O)CS(=O)(=O)Cc3ccccc3)n2)cc1 (stereo unspecified)	-9.4%
Cc1ccc(NC(=O)C2(C)CCN2C(=O)Cc2cc(F)ccc2F)cc1 (stereo unspecified)	8.6%
COc1ccc(NC(=O)NCc2c(-n3cccc3)sc3c2CCCC3)c(OC)c1	-0.2%
Cn1c(=O)nc2n(-c3ccc(Cl)c(Cl)c3)c3cc(Cl)ccc3cc-2c1=O	1.6%
Cc1ccc2nc3n(c(=O)c2c1)-c1cc2ccccc2cc1C(=O)NC3CC(C)C (stereo unspecified)	9.9%
Clc1ccc(CSc2nc3ncccc3[nH]2)cc1	-0.7%
C[C@H]1CN([C@@H](C)CO)S(=O)(=O)c2ccc(C#Cc3ccccn3)cc2O[C@@H]1CN(C)C(=O)C1CC1	-3.9%
Cc1ccc(CNC(=O)CNS(=O)(=O)c2cccs2)cc1	-0.2%
Cc1ccc(NC(=O)Cc2ccc(NC(=O)N3CCCCc4ccccc43)cc2)cc1	-7.9%
CCN1C(=O)c2ccccc2Sc2ccc(NC(=O)c3ccc(Cl)cc3)cc21	2.6%
COC(=O)c1sccc1S(=O)(=O)Nc1ccc(C(O)(C(F)(F)F)C(F)(F)F)cc1	1.3%
CCN(CC)CCn1c(=S)[nH]c2cc(C(=O)NCCc3ccc(OC)c(OC)c3)ccc2c1=O	-0.4%
